# core dimer inh: inhibitors of HCV core protein dimerization, primary screen, biochemical, TR-FRET, high-throughput | TR-FRET GST/Flag-core106 dimerization, 1536-well | inhibition, % at 5 µM | actives 0.33% (n = 300,000);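 active = inhibition above the mean of all tested compounds plus 3 SD, set per screening campaign, cut at about 45% in these data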
#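 Assay system: tagged HCV core106 pair (GST and Flag); medium: KF-containing HEPES buffer, pH 7.45, DTT, CHAPS, BSA; also added: Eu donor and XL665 acceptor anti-tag antibodies; dosing: 5 µM single dose; timing: compound-protein-antibody incubation 4 h at 22.5 °C; signal: TR-FRET 671 and 617 nm emission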
# PP1 counter: PP1-alpha phosphatase inhibitors, primary screen, counter-screen for PP5 inhibitor project, biochemical, fluorescence, OMFP substrate, single point. Serine/threonine-protein phosphatase PP1-alpha catalytic subunit (Homo sapiens), P62136. purified PP1alpha. inhibition, % at 6.7 µM. actives 0.9% (n = 320,000). AID 2235, 2010;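 active = inhibition above the mean inhibition of all tested compounds plus 3 SD, computed separately for each screening campaign, cut at about 15% in these data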
# VLA-4 inh: inhibition in human VLA-4 binding assay, primary screen, VLA-4 allosteric modulator project, MLPCN library, flow cytometry, VLA-4 expressing cells; Integrin alpha-4 (Homo sapiens), P13612; ligand binding flow cytometry; inhibition, % (about 7 µM as worked out from the volumes in the protocol); actives 0.2% (n = 330,000); AID 2557, 2010; in the data active = inhibition above about 50%
# PP5 primary: PP5 phosphatase inhibitors, primary screen, biochemical, fluorescence | purified PP5c, OMFP substrate fluorescence | actives 0.18% (n = 320,000) | inhibition, % at 6.7 µM | Serine/threonine-protein phosphatase 5 (Homo sapiens), P53041 | AID 1987, 2009;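 active = inhibition above the campaign's mean inhibition across all tested compounds plus 3 SD, cut at about 9.5% in these data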;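 also: 0% = DMSO only and 100% = 100 µM cantharidin control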
# GRK2 aptamer HTS: compounds blocking aptamer binding on GRK2 – biochemical, human GRK2, bead flow cytometry, HTS, primary screen | FAM-aptamer displacement from GRK2 | actives 0.59% (n = 330,000) | AID 488847, 2010 | inhibition of aptamer binding, % at 10 µM;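 active = inhibition of aptamer binding above 40%, roughly 3 SD of noise, on plates passing a quality check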;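 also: median bead fluorescence of bound FAM aptamer so fluorescent compounds give negative values; no value below 0 was filed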
# Target sequence (P25098 whole entry, looked up): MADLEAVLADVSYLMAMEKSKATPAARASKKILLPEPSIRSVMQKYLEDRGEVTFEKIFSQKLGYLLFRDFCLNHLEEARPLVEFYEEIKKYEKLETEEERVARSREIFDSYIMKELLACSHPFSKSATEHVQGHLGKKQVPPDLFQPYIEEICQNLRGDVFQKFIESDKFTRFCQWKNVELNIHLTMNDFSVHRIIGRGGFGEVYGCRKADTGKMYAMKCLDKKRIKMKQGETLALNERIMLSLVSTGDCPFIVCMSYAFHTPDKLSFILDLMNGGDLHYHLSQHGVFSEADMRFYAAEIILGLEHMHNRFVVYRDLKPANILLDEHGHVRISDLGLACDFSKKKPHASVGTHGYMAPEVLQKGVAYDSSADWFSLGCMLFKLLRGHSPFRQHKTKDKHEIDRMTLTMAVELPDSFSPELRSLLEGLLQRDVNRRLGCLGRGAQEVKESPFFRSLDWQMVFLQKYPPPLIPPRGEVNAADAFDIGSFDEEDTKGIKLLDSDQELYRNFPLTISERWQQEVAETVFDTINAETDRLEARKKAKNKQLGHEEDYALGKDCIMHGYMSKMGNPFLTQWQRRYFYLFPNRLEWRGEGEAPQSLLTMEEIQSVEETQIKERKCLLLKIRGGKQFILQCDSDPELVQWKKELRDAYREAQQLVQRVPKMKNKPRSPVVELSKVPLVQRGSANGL
# proCasp7 act: procaspase-7 activators, primary screen, counter-screen for procaspase-3 activator project, biochemical, absorbance, HTS, human; Caspase-7 (Homo sapiens), P55210; recombinant procaspase-7, Ac-DEVD-pNA absorbance 405 nm; D23A/D198A/D206A triple mutant, cannot self-cleave; scale: DMSO 0, 5 µM enzyme 100; activation, % at 8.5 µM; actives 0.093% (n = 330,000); AID 463210, 2010;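 active = percent activation above the screen-wide mean plus 3 SD, cut at about 25% in these data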
#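 Replicates: singlicate. Assay system: Procaspase-7 triple mutant (PC-7 D3A). Signal: 405 nm absorbance of p-nitroaniline. Times: 1 h preincubation, 2 h reaction. Buffer or medium: Zinc-free HEPES pH 7.4 with 300 mM NaCl, 0.01% Triton X-100. Also added: DEVD-pNA substrate. Benchmarks: DMSO wells as 0%, DMSO with 5 µM added PC-7 as 100%.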
# Fh CTSL1 inh: Fasciola hepatica cathepsin L1 inhibitors, primary screen, counter-screen for PFM18AAP inhibitor project, biochemical, QFRET, fluorogenic peptide substrate. recombinant F. hepatica cathepsin L1, Z-Leu-Arg-MCA fluorescence. inhibition, % at 5.96 µM. actives 0.49% (n = 300,000). AID 1906, 2009;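 active = inhibition above the mean of all tested compounds plus 3 SD, set per screening campaign, cut at about 17% in these data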;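 also: 0% = plate median of test compound wells and 100% = 1 µM Z-Phe-Ala-diazomethylketone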
# procasp3 activ: activators of human procaspase-3 D3A mutant, primary screen, biochemical, absorbance, PC-3 D3A mutant, single concentration. actives 0.11% (n = 330,000). activation, % at 8.5 µM. Caspase-3 (Homo sapiens), P42574. recombinant procaspase-3 D3A, Ac-DEVD-pNA absorbance 405 nm;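 active = activation above the mean of all tested compounds plus 3 SD, cut at about 21% in these data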;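 also: 0% = DMSO alone and 100% = DMSO wells spiked with extra 5 µM PC-3 D3A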
# Target sequence (P42574 whole entry D9A/D28A/D175A): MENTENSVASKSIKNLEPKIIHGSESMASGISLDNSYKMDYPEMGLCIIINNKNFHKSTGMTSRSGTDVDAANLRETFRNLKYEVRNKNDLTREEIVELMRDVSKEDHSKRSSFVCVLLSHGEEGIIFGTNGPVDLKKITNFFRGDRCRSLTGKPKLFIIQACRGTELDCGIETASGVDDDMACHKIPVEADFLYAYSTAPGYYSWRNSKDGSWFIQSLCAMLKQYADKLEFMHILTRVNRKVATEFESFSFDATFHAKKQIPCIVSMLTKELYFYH
#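 Assay system: Autoprocessing-dead procaspase-3 D3A mutant enzyme; also added: Ac-DEVD-pNA; doses: one concentration, 8.5 µM nominal, 0.8% DMSO; times: 1 h compound preincubation, 2 h substrate hydrolysis at 25 °C; technique: 405 nm absorbance of p-nitroaniline, reads at 0 and 120 min; measure: % activation between DMSO and enzyme-spiked controls; repeats: single replicate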
# JMJD2C inh: inhibitors of GASC-1 histone demethylase, primary screen, biochemical, fluorescence, DELFIA europium; GST-JMJD2C(1-420) H3K9me3 demethylation; actives 0.069% (n = 330,000); Lysine-specific demethylase 4C (Homo sapiens), Q9H3R0; AID 2099, 2009; inhibition, % at 2.35 µM;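 active = more than half of a compound's replicate wells show inhibition beyond 50%, single wells judged on their own value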;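 also: signal counts dimethyl H3K9 product captured on neutravidin plate; 0% = median of DMSO wells and 100% = 0.3 times that DMSO median; strong numbers were not always called active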
# Numbers without * were called inactive; · = not tested or not shown. Rows were taken by chance. About 2.6% of those tested had a hit in this group.
SMILES,core dimer inh,PP1 counter,VLA-4 inh,PP5 primary,GRK2 aptamer HTS,proCasp7 act,Fh CTSL1 inh,procasp3 activ,JMJD2C inh
CCOC(=O)Cc1csc(SCC(=O)c2c(N)n(CC(C)C)c(=O)n(C)c2=O)n1,2,4,-5,0.7,2,2,-7,-3,-7
COc1ccc(-c2nc(C#N)c(NCCc3ccccc3)o2)cc1OC,3,-1,10,4.0,1,-1,-2,2,19
N/N=c1\sc2ccccc2n1-c1ccccc1,1,-4,2,-0.3,4,13,0,-2,-13
O=C(O)c1cc(NC(=O)c2ccc3c(c2)C(=O)N(Cc2cccnc2)C3=O)cc(C(=O)O)c1,5,-3,25,-1.1,2,-4,-2,2,4
N=c1c2c(ncn1Cc1ccco1)Oc1c(ccc3ccccc13)C2c1ccccc1 (stereo not given),6,11,30,2.6,0,1,2,1,15
COc1ccc(OC)c(Nc2cc(C)c3ccccc3n2)c1,-23,2,-8,0.6,2,-4,-3,0,-3
O=C(CSc1ccc(-c2ccccn2)nn1)NCc1ccccc1,3,-5,8,-1.1,1,2,-3,-8,3
Cc1nn(CC(=O)NCc2cccnc2)c(=O)c2ccccc12,-2,-2,-1,-0.5,1,-2,0,7,2
CCCN(C(=O)C1CSC2(C)CCC(=O)N12)c1c(N)n(Cc2ccccc2)c(=O)[nH]c1=O (stereo not given),-12,-2,35,0.7,1,-5,-4,5,5
CC1CCN(CC(O)COC2CC(C)CC(C)(C)C2)CC1 (stereo not given),2,-3,1,-4.3,0,-3,-1,-2,-19
O=C(Nc1sc2c(c1C(=O)O)CCC2)c1ccccc1Cl,3,1,1,0.8,1,-8,1,-3,4
Cc1cc(C)n(C(=O)CN2C(=O)c3ccccc3C2=O)n1,-3,-2,12,1.6,2,0,-4,-2,2
CC(=O)n1cc(/C=N/NC(=O)c2sc(C)nc2C)c2ccccc21,-2,-2,0,1.1,3,7,6,0,6
CC(=O)Nc1nc(-c2ccc(Cl)cc2)ns1,-2,-1,-1,1.4,3,-4,5,-1,9
CCc1ccc(C(=O)/C=C/c2cnn(C)c2C)s1,-9,0,5,-0.4,0,-1,6,1,-36
CS(=O)(=O)c1ccccc1C(=O)N1CCN(Cc2ccccc2)CC1,7,-9,6,0.8,3,0,-3,-2,-5
Cn1nc(C(C)(C)C)cc1C(=O)NN1CCOCC1,8,0,-6,2.5,4,-10,2,3,6
O=C(NNC(=S)Nc1ccc(F)cc1)C1CC1c1ccc(Cl)cc1 (stereo not given),-4,-2,0,0.9,2,6,4,0,-9
Nc1cc(=O)[nH]c(=O)n1CC1CC1,9,-1,27,-2.7,0,-3,-1,0,7
O=C(NCc1ccco1)/C(=C/c1ccc(C(F)(F)F)cc1)c1nc2ccccc2[nH]1,16,2,-1,-1.6,5,-2,3,3,-12
COc1ccc(S(=O)(=O)NCCC(=O)NCc2cccs2)cc1,-1,-3,14,0.2,2,6,-2,-3,9
Cc1cccc(NC(=O)CCNC(=O)c2ccc(Br)cc2)c1,-1,1,6,0.5,0,-7,0,6,-9
Cc1ccn(C(=O)c2ccc(NC(=O)C3CCCCC3)cc2)n1,-2,0,19,-0.8,3,6,-3,1,-2
Cc1c(-c2cccs2)[n+](=O)c2c(n1[O-])CCC2,6,-2,-3,0.2,0,5,-4,-3,-17
CCCCc1nnc(NC(=O)CCS(=O)(=O)Cc2ccccc2)s1,16,-1,4,2.6,0,6,-4,-5,3
CCOc1ccc(CCNC(=O)CCC(=O)N2CCSc3ccccc32)cc1OCC,5,-3,-11,2.8,0,8,0,-1,-7
Cc1cc(/C=N/n2cnnc2)c(C)n1-c1ccc(OCc2ccc(Cl)cc2)cc1,13,28*,17,4.3,0,-1,0,-5,1
Cc1ccc(Nc2cc(C)nc3ccc(C)cc23)cc1,-6,1,-10,-3.1,0,-6,3,0,3
CC(C)OCCCNC(=O)C(=O)NCCCOC(C)C,2,-4,3,1.7,3,-1,3,6,2
CCOC(=O)c1ccc(N2C(=O)C(O)=C(C(C)=O)C2c2ccc(O)c(OC)c2)cc1 (stereo not given),-5,1,-3,1.4,1,7,1,-5,26
CC1Cc2ccccc2N1C(=O)COC(=O)Cn1cnc2ccccc2c1=O (stereo not given),5,0,19,-0.3,0,3,-8,3,3
CCOc1ccc(NC(=O)c2cccs2)c([N+](=O)[O-])c1,14,2,-15,0.1,0,6,4,9,18
CC1CCN(C(=O)Cc2nn(C)c(=O)c3ccccc23)CC1,-1,-3,14,1.6,0,-16,-1,7,20
COc1ccc(C(=O)NCCc2cc3c(OC)ccc(OC)c3[nH]c2=O)cc1OC,-11,-6,2,3.7,0,10,4,1,0
Cc1nn(-c2ccccc2)c(C)c1/C=N\N1CCN(c2ccc(Cl)cc2)CC1,5,-1,0,-0.6,0,0,-1,0,·
CC(C)N=C1CC(C)(C)CC(=O)/C1=C(/O)CCCN1C(=O)c2ccccc2C1=O,9,-1,22,0.2,2,7,0,4,-8
CCCCOc1cc(NCc2ccccc2)c2ncn(C(C)C)c2c1,·,·,-10,·,1,5,·,-9,·
COc1ccc(NC2CCCN(C(=O)CCc3cccc(F)c3)C2)cc1 (stereo not given),-2,-3,-2,-4.6,0,-7,3,-9,9
Cc1nn(C2CCS(=O)(=O)C2)c(Cl)c1/C=C/C(=O)OCC(=O)Nc1ccc2c(c1)OCO2 (stereo not given),0,2,13,-1.4,2,11,-2,-4,-5
O=C(CN1C(=O)C2C3C=CC(C3)C2C1=O)NCCc1ccccc1Cl (stereo not given),-1,0,11,-1.7,0,7,4,0,-6
O=C(Nc1ccccc1Cl)/C(Cl)=C(\Cl)S(=O)c1ccccc1 (stereo not given),17,-1,27,-1.1,0,-16,3,-27,2
Cc1cnc(NC(=O)CSc2c(Cl)cccc2Cl)s1,8,0,-2,6.3,0,2,2,9,-1
CC(=O)c1cc(CN2CCC(n3nccc3NC(=O)c3ccccc3Cl)CC2)cs1,2,-3,-9,0.8,0,-1,0,2,-1
Cc1oc2c(C)c(O)ccc2c(=O)c1-c1cnn(-c2ccccc2)c1,7,13,0,1.0,0,-7,1,1,2
Cc1nc(SCC(=O)Nc2c(C)n(C)n(-c3ccccc3)c2=O)n[nH]1,-6,-1,3,-0.4,1,-7,-3,-5,182
CCCCN1Cc2c(nc3cc(-c4ccco4)[nH]n3c2=O)C1=O,-7,3,8,-0.2,2,-12,-4,-11,17
CCOc1ccccc1/C=N/n1c(COc2ccccc2)n[nH]c1=S,9,-2,12,2.8,2,-17,-1,-2,9
CC(=O)N1N=C(c2ccc(Cl)cc2)OC12CCCC2,4,1,2,-2.3,·,13,-3,-4,8
COc1ccc(CCNC(=O)c2cccc(C(=O)NCCc3ccc(OC)cc3)n2)cc1,-4,-1,-2,2.2,1,-1,0,5,1
COc1ccc(CCNC(=O)Cn2nnc3ccccc3c2=O)cc1,4,1,-12,2.6,0,12,3,8,-3
O=C1CC(c2cc(F)ccc2F)c2cc3c(cc2N1)CCC3 (stereo not given),12,0,-24,2.8,0,14,1,3,-6
CN1C(=O)C(=O)/C(=C(/O)c2ccc(Br)cc2)C1c1ccc(Cl)cc1 (stereo not given),-3,11,7,0.1,2,-11,1,-2,3
COc1ccc(N(CC(=O)Nc2ccccc2C(=O)NCCc2ccccc2)S(C)(=O)=O)cc1OC,-1,-2,·,1.4,1,8,2,2,-24
O=C(COC(=O)c1ccncc1)NC(=O)C1CCCCC1,-2,-1,-3,2.7,34,3,-9,3,53
COc1ccccc1NC(=O)/C=C/C(N)=O,-6,2,17,-1.0,0,-20,-1,-19,-7
CCN(CC)C(CNC(=O)CSc1nnnn1-c1ccc(C)c(C)c1)c1ccco1 (stereo not given),·,1,4,0.3,0,-5,·,2,2
Cc1ccc(-c2csc(N/N=C/c3ccco3)n2)c(C)c1,2,6,2,-1.4,0,-8,1,-2,-1
CCOc1cc(NC(=S)Nc2cccc(OC)c2)c(OCC)cc1NC(=O)c1ccc(C)cc1,2,0,6,-0.8,1,-14,-3,-8,-12
CN(c1ccc(C(=O)NCc2ccncc2)cc1)S(C)(=O)=O,-2,0,-9,2.1,0,2,-3,7,10
Cc1cc(C)n2nc(CCc3ccccc3)nc2n1,5,-5,9,-0.8,1,-3,-5,0,0
# Next part
SMILES,core dimer inh,PP1 counter,VLA-4 inh,PP5 primary,GRK2 aptamer HTS,proCasp7 act,Fh CTSL1 inh,procasp3 activ,JMJD2C inh
CCC(=O)OC1(C)C(=O)C2=COC(c3ccc(OC)cc3)=CC2=C(Br)C1=O (stereo not given),11,-4,-7,4.2,0,-11,0,-15,10
O=C(NCCc1ccccn1)c1cc(C(=O)C2CCCCC2)c[nH]1,-5,-1,0,-0.8,0,2,1,-7,-1
O=C(O)Cc1csc(-c2ccc(F)cc2)n1,2,-3,6,-0.7,3,-11,5,-3,4
COC(=O)Cc1ccc(NC(=S)NCc2ccco2)cc1,0,-4,1,1.1,0,-8,-3,-3,-9
CCC[C@H](CN[C@@H](CNC)[C@H](C)O)NCCc1ccc(OC)cc1,-8,-4,8,3.6,5,-10,-5,4,0
Cc1ccsc1/C=C1/SC(N2CCOCC2)=NC1=O,-15,0,4,1.6,3,-8,0,0,-4
Nc1c(Cl)ncnc1NCc1cccnc1,5,-1,6,-0.2,3,5,-1,8,55*
Cc1c(C(=O)NC(C)C)oc2c1-c1[nH]ncc1CC2,-2,2,2,0.9,0,8,0,1,-6

# Ordered by length of the SMILES (low to high): four of the compounds above.
SMILES,core dimer inh,PP1 counter,VLA-4 inh,PP5 primary,GRK2 aptamer HTS,proCasp7 act,Fh CTSL1 inh,procasp3 activ,JMJD2C inh
Nc1c(Cl)ncnc1NCc1cccnc1,5,-1,6,-0.2,3,5,-1,8,55*
Cc1ccsc1/C=C1/SC(N2CCOCC2)=NC1=O,-15,0,4,1.6,3,-8,0,0,-4
Cc1c(C(=O)NC(C)C)oc2c1-c1[nH]ncc1CC2,-2,2,2,0.9,0,8,0,1,-6
CCC[C@H](CN[C@@H](CNC)[C@H](C)O)NCCc1ccc(OC)cc1,-8,-4,8,3.6,5,-10,-5,4,0

# High-throughput results: PubChem, several laboratories
